Rab9 prom act: activators of Rab9 promoter; Potency, µM (highest dose often 9.22 µM), for inactives: at the highest dose activation, negative = inhibition, actives largely listed as activators; Huh7 Rab9 promoter-luciferase reporter, luminescence, 24 h; 2.8% of 320,000 active; further: % of control where 0% means no effect; nearly all actives have a fitted effect of over 60% in size
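Cells were plated at 1500 per well in reduced-serum medium with 10% FBS and left 2 h. Compound in DMSO was then added for 24 h at 37 °C. Reporter signal was read by luminescence after 10 min with luciferase detection reagent.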
CXXC DNA block: MLL CXXC-DNA interaction inhibition | Q03164 | 0.037% of 290,000 active | MLL-CXXC / FITC-HOXA9 DNA fluorescence polarization | Potency, µM (highest dose often 115 µM), inactives show top-dose activity change, negative = inhibition, most hits filed as inhibitors; active means well fitted inhibition curve with a large enough effect in the polarisation, with a control signal flat, not every such curve was filed as active; inconclusive means small, poorly fitted or top-dose-only effect, or effect the other way, or a change in a side signal; inactive means no such curve, though single readings can be large or run the other way; the % refers to the polarisation
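Steps: dispense CXXC domain solution (7 uM) → pin compounds or unlabeled HOX-A9 DNA control → 5 min ambient → add FLSN-HOX-A9 solution (50 nM) → spin → 30 min ambient → fluorescence polarization. Tris pH 7.5/NaCl/DTT/BSA buffer.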
FLuc counter: counter-screen for miR-21 project: firefly luciferase inhibitors or activators; P08659; purified FLuc, Km substrates, luminescence inhibition; Potency, µM (series often up to 57.5 µM), for inactives: at the top dose activity change, negative = inhibition, usual class: inhibitors; 6.9% of 360,000 active; AID 588342;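 further: plate controls were vehicle for no effect and reference inhibitor for full effect; nearly all actives have a fitted effect of over 55% in size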
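Purified P. pyralis luciferase (10nM final) with 10uM D-luciferin and 10uM ATP (Km levels) in 50mM Tris acetate pH 7.5, 10mM Mg acetate, 0.01% Tween-20, 0.05% BSA; qHTS 6-point titration, ~60 µM downward; luminescence read.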
p53 reactivator: re-activators of mutant p53; H1299 p53-A138V BP100-luciferase reporter, luminescence, 24 h; Potency, µM (top dose mostly 92.2 µM), inactives show at the top dose activity change, positive = activation, most hits filed as activators; 0.063% of 320,000 active; AID 504706; further: % of control where 0% means no effect; nearly all actives have a fitted effect of over 45% in size
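p53-null H1299 cells stably carrying temperature-sensitive p53-A138V and a BP100-luciferase reporter were pinned with compounds (4-point, 1:5 series) and held 24 hrs at 37 deg C. Luminescence was read 10 min after detection reagent.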
NPC1 prom act: activates the NPC1 promoter. 2.4% of 320,000 active. Potency, µM (titrated, usually from 9.22 µM), for inactives: at the top dose activation, usual class: activators. Huh7 NPC1 promoter luciferase reporter, 24 h;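 further: % of control where 0% means no effect; nearly all actives have a fitted effect of over 60% in size; reporter is driven by a mutant NPC1 promoter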
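NPC1 promoter–luciferase Huh7 cells; 24 h compound; luminescence.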
BRCA1 expr act: BRCA1 expression activation. MCF7-BRCA1-FFLuc reporter, luminescence, 48 h; response scale: scaled: vehicle 0%, 10 µM genistein 100%. Potency, µM (top dose mostly 46.1 µM), for the others: at the top dose activation, usual class: activators. 1.1% of 380,000 active; further: nearly all actives have a fitted effect of over 80% in size; some results filed as inactive show a strong effect at the top dose
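48 h compound treatment of MCF7-BRCA1-FFLuc cells (phenol-red free MEM, 37 °C), then 15 min with luciferase substrate and luminescence imaging.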
ELG1 genotox: induces genotoxicity in HEK293T cells with luciferase-tagged ELG1. Potency, µM (titrated, usually from 46 µM), for the others: at the top dose activity change, positive = activation, usual class: activators. 1.3% of 330,000 active. AID 504466. HEK293T ELG1-luciferase reporter, luminescence, 16 h; further: % of control where 0% means no effect; nearly all actives have a fitted effect of over 60% in size
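Reporter readout depends on ELG1 protein level, which increases with genetic stress. After 16 hr compound exposure at 37 °C, luciferase activity was quantified using ONE-Glo.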
MBNL1 CUG block: inhibitors of human MBNL1 binding to CUG repeat RNA | 0.036% of 280,000 active | AID 2675 | Q9NR56 | TR-FRET MBNL1-His/biotin-(CUG)12 binding, 665/545 ratio | Potency, µM (top dose mostly 57.5 µM), without a hit: at the highest dose activity change, negative = inhibition, most hits filed as inhibitors; active means well fitted inhibition curve with a large enough effect in the signal ratio, with a control signal flat, not every such curve was filed as active; inconclusive means small, poorly fitted or top-dose-only effect, or effect the other way, or a change in a side signal; inactive means no such curve, though single readings can be large or run the other way; the % refers to the signal ratio; further: on the % scale 0 is the no-effect control and ±100 the full control effect
Target sequence (Q9NR56 whole entry, looked up): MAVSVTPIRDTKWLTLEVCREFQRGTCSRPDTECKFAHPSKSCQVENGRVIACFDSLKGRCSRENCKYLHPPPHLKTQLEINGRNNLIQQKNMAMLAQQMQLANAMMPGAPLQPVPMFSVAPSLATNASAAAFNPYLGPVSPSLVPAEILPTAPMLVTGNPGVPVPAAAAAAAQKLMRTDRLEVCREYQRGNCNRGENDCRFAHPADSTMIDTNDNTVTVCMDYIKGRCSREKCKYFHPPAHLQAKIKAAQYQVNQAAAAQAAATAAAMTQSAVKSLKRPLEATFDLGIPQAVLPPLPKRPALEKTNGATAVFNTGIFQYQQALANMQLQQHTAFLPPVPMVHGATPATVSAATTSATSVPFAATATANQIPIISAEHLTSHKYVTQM
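Inhibition of protein-RNA binding appears as loss of TR-FRET between terbium anti-His antibody on MBNL1-His and streptavidin-XL665 on biotin-(CUG)12. Activity is normalized to buffer-only and uninhibited-complex controls.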
Gal4-VP16 FLuc: counter-screen for ROR gamma inhibitors: Gal4-VP16 reporter; Potency, µM (series often up to 53.6 µM), for inactives: top-dose activity, negative = inhibition, most hits filed as inhibitors; Drosophila S2 Gal4-VP16 UAS-luciferase, luminescence, 20 h; 3.5% of 310,000 active;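 further: Gal4-VP16 expression switched on by copper sulfate through the metallothionein promoter; on the % scale 0 is the no-effect control and ±100 the full control effect; nearly all actives have a fitted effect of over 50% in size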
uPA generation: blocks generation of uPA at the cell surface; cell surface uPA generation assay, qHTS; Potency, µM (highest dose often 38.3 µM), without a hit: at the top dose activity change, negative = inhibition, hits mostly inhibitors; 0.31% of 330,000 active; AID 540303; active means well fitted inhibition curve with a large enough effect; inconclusive means small, poorly fitted or top-dose-only effect; inactive means no such curve, though single readings can be large or run the other way; tested in mouse RAW 264.7 cells; further: on the % scale 0 is the no-effect control and ±100 the full control effect; nearly all actives have a fitted effect of over 55% in size
RORgamma inh: blocks mouse ROR gamma transcriptional activity. Drosophila S2 Gal4-RORgamma UAS-luciferase reporter, 20 h. AID 2551. Potency, µM (doses to about 53.6 µM), without a hit: top-dose activity change, negative = inhibition, hits mostly inhibitors. 5.4% of 310,000 active; further: on the % scale 0 is the no-effect control and ±100 the full control effect; nearly all actives have a fitted effect of over 60% in size
Target sequence (P51450 whole entry, looked up, the tested form may be a part): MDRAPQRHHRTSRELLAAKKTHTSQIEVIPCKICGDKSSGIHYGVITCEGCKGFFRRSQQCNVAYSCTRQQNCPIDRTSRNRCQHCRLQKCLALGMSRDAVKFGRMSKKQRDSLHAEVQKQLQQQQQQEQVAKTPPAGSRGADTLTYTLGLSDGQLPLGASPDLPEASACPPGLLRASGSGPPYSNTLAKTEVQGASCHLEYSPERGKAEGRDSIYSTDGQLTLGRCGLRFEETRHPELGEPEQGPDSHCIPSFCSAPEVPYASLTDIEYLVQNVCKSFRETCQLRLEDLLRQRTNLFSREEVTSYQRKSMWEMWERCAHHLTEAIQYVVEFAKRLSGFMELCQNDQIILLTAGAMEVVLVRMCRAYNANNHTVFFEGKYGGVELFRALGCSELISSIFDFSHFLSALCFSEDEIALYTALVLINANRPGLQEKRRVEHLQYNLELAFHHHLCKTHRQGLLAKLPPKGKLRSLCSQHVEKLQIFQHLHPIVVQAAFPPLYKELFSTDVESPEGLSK
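Using a luciferase readout, inhibitors were identified by reduced reporter activity in Drosophila cells coexpressing a copper-inducible Gal4–ROR gamma fusion and UAS-driven Photinus luciferase, incubated 20 hr after 700 uM copper sulfate.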
* marks the source's active call; other numbers are inactive results; u = inconclusive; x = not tested or not shown; & = joins results of further samples; [ ] = another dose, or the depositor's remark. Unless noted, the call rests on the fitted dose curve; in most records, active means well fitted curve in the direction sought with a large enough effect; inconclusive means small, poorly fitted or top-dose-only effect, or another doubt; inactive means no such curve, though single readings can be large; an effect the other way counts as inactive or inconclusive. Potency means the concentration at half of the fitted maximal effect. Some of the compounds tested; count on the stated rates, not on these rows.

Results follow in this order: Rab9 prom act, CXXC DNA block, FLuc counter, p53 reactivator, NPC1 prom act, BRCA1 expr act, ELG1 genotox, MBNL1 CUG block, Gal4-VP16 FLuc, uPA generation, RORgamma inh
- CC(CNC(=O)CN1C(=O)c2cccnc2Oc2ccc(Cl)cc21)c1ccccc1 (configuration not stated)
 : 3%, 19%, 10%&3%, -6%, 0%, -11%, -1%, 3%, -4%, 10%, -4%
- COCCN(C(=O)COC(=O)c1ccc(C=O)cc1)c1c(N)n(Cc2ccccc2)c(=O)[nH]c1=O
 : 3%, -1%, 2%, -1%, -2%, -4%, 3%, u, 1%, 17%, u
- NC(=O)C1(N2CCCCC2)CCN(C2CC(=O)N(CCc3ccccc3)C2=O)CC1 (configuration not stated)
 : x, -11%, -2%, x, x, 13%, x, -6%, 0%, 3%, -5%
- CCOc1ccc([C@@H]2CC=C(C(=O)O)[C@H](c3cccc(Cl)c3)N2S(=O)(=O)c2ccc(C)cc2)cc1
 : -3%, x, 2%, 3%, 2%, -3%, -1%, x, x, 4%, x
- O=C(CSc1nc2ccccc2c(=O)[nH]1)Nc1ccc(N2CCOCC2)c(Cl)c1
 : 2%, 0%, u, -3%, 1%, -24%, 0%, -2%, -5%, -8%, 33%
- COc1ccc(/C=C2\SC(=O)N(CC(=O)NCCCn3ccnc3)C2=O)cc1
 : 29%, -1%, 9.5µM*, u, 27%, u, 13%, u, 4%, -8%, 1%
- CCCCC1CC1C(=O)Nc1ncc2c(n1)CC(C)(C)CC2=O (configuration not stated)
 : -2%, -4%, 1%, -1%, 2%, -1%, -3%, -8%, -6%, x, 3%
- O=C(Nc1cc(S(=O)(=O)N2CCOCC2)ccc1N1CCCCC1)c1ccccc1
 : -6%, x, 3%, -5%, -3%, -22%, -9%, x, x, 2%, x
- CN(Cc1ccc(F)cc1)C(=O)c1cc(S(=O)(=O)N2CCCCC2)ccc1N1CCOCC1
 : 0%, x, -2%, 9%, 3%, -9%, 0%, x, x, 1%, x
- CC1CCN(c2c(NCc3ccc(C(=O)N4c5ccccc5CC4C)cc3)c(=O)c2=O)CC1 (configuration not stated)
 : -5%, 15%, -1%, -11%, -1%, -48%, -1%, -4%, 26%, -2%, u
- CCN(c1ccccc1)S(=O)(=O)c1cc(NC(=O)Nc2ccccc2C#N)ccc1Cl
 : 0%, 8%, 1%, 5%, 0%, -60%, -6%, -7%, -1%, 7%, u
- CC(=O)NCCc1nc2cc(NC(=O)c3ccc([N+](=O)[O-])cc3)ccc2n1C
 : u, u, 15µM*, 15%, u, 6.3µM*, 11%, u, -5%, -2%, -5%
- O=C(O)c1ccc2c(c1)C(=O)N([C@]1(C(=O)O)C[C@H]1c1ccccc1)C2=O
 : 2%, x, -1%, x, 1%, x, x, x, -12%, x, -3%
- COCCCn1c(SCC(=O)Nc2oc(C)c3c(C)n[nH]c(=O)c23)nc2sc3c(c2c1=O)CCC3
 : -4%, x, 3%, -2%, 0%, -30%, 1%, x, x, 1%, x
- O=C(COC(=O)c1cc(-c2cccs2)nn1-c1ccccc1)Nc1ccc(Cl)c([N+](=O)[O-])c1
 : -2%, 8%, 2%, -21%, -1%, -20%, 5%, 20%, 2%, 5%, u

3 compounds out of the list above, arranged by the value under Rab9 prom act, largest number first.
Compound	Rab9 prom act
CN(Cc1ccc(F)cc1)C(=O)c1cc(S(=O)(=O)N2CCCCC2)ccc1N1CCOCC1	0%
CC1CCN(c2c(NCc3ccc(C(=O)N4c5ccccc5CC4C)cc3)c(=O)c2=O)CC1 (configuration not stated)	-5%
O=C(Nc1cc(S(=O)(=O)N2CCOCC2)ccc1N1CCCCC1)c1ccccc1	-6%

(continued)
Results follow in this order: Rab9 prom act, CXXC DNA block, FLuc counter, p53 reactivator, NPC1 prom act, BRCA1 expr act, ELG1 genotox, MBNL1 CUG block, Gal4-VP16 FLuc, uPA generation, RORgamma inh
- CC(C)(C)OCC(NC(=O)C(CC(N)=O)NC(=O)OC(C)(C)C)C(=O)OC(C)(C)C (configuration not stated)
 : 7%, -14%, 1%, -3%, -2%, -36%, -12%, 9%, 0%, -4%, 4%
- C=CCn1c(SCC(=O)Nc2ccc(-c3nc4ccc(C)cc4s3)cc2)nnc1-c1ccccc1
 : 0.5µM*, 25%, 2.4µM*, u, u, -6%, u, u, 13µM*, 0%, 14µM*
- COc1cc(/C=N/Nc2nc(C)cc(C)n2)cc(OC)c1OC
 : -1%, -1%, -16%, x, 0%, -17%, 1%, u, x, 6%, x
- CCN(c1ccccc1)S(=O)(=O)c1ccc2[nH]c(=O)[nH]c2c1
 : -2%, 6%, 6%, -1%, 3%, -31%, -2%, -2%, 4%, 3%, u
- O=C(COC(=O)c1ccc(NS(=O)(=O)c2cccs2)cc1)NCC1CCCO1 (configuration not stated)
 : 2%, 9%, -6%, u, -3%, -4%, -1%, -3%, 0%, -14%, 9%
- CCOC(=O)C(Cc1ccccc1)NC(=O)CCC(=O)c1ccc(OC)cc1 (configuration not stated)
 : -2%, 6%, 6%, -3%, 2%, -19%, 0%, -15%, 0%, 10%, 0%
- O=C(O)CCC(=O)N1CCc2cc(S(=O)(=O)N3CCN(c4ccc(F)cc4)CC3)ccc21
 : 0%, 2%, 0%, -6%, 5%, 2%, 3%, -4%, -10%, u, 1%
- CC(C)(C)OC(=O)N1CCC(c2c(C(=O)NC3CC3)cnn2-c2ccccc2)CC1
 : 0%, -2%, 2%, -2%, 0%, -11%, 2%, -10%, -8%, 11%, -14%
- Cc1ccc(NC2c3ncccc3C(=O)N2C2CCCCC2)cc1C (configuration not stated)
 : -2%, -2%, 4%, 1%, -1%, -32%, 0%, 7%, 7%, 4%, 27%
- CCOC(=O)CN1C(=O)C(Sc2n[nH]c(-c3ccc(C)cc3)n2)CCc2ccccc21 (configuration not stated)
 : -11%, -16%, 2%, -1%, -3%, -68%, -10%, -1%, -27%, -8%, u
- CCc1nc(C)cn1S(=O)(=O)c1cc(C)c(OC)cc1C
 : 3%, 7%, 5%, -3%, -2%, 1%, 0%, -7%, 3%, 7%, -35%
- O=C(NC1CCCc2ccccc21)C1CCN(C(=O)c2sccc2-n2cccc2)CC1 (configuration not stated)
 : 0%, 3%, 2%, -6%, 6%, -5%, -14%, -2%, 0%, u, 0%
- CC(=O)NC(=S)Nc1ccccc1C(=O)NC1CCCCC1
 : -1%, 3%, -1%, -3%, -2%, -26%, -1%, 6%, 4%, 0%, -3%
- NNC(=O)c1csc(Cc2c(Cl)sc3ccc(Cl)cc23)n1
 : 1%, 23%, -1%, -4%, -2%, -13%, 0%, -3%, 1%, 0%, -18%
- O=c1c2ccccc2nc(/C=C/c2ccc3c(c2)OCO3)n1CCCO
 : 13%, -9%, u, 1%, 14%, 65%, 2%, u, -5%, 1%, 21%
- COC(=O)c1c(NC(=S)NN2CCN(C)CC2)sc2c1CCC(C)C2 (configuration not stated)
 : 2%, 3%, -17%, 28%, -1%, -85%[inhibitor], 16%, -2%, 5µM*, 11%, 2µM*
- CCCCn1c(N)c(N(CC(C)C)C(=O)CSc2ccccc2C)c(=O)[nH]c1=O
 : 2%, x, -1%, -10%, -4%, 0%, 1%, x, x, 6%, x
- CC(OC(=O)CCCCCN=C1NS(=O)(=O)c2ccccc21)C(=O)Nc1cc(Cl)cc(Cl)c1 (configuration not stated)
 : -2%, -4%, 2%, -10%, -7%, 0%, 1%, -14%, u, -1%, u
- CC(C)CN(CCNC(=O)CC1Oc2ccccc2NC1=O)CC(C)C (configuration not stated)
 : 7%, 19%, 5%, 2%, 0%, -11%, 2%, -4%, 5%, -10%, -12%
- O=C(NCCN1CCOCC1)c1ccc(/C=C2\Sc3ccccc3N(Cc3ccc(F)cc3)C2=O)cc1
 : -1%, 12%, 2%, 7%, -2%, -53%, -13%, 14%, -29%, -19%, u
- CCc1c(C)sc(NC(=O)OC)c1C(=O)N1CCCCC1
 : -3%, -4%, 9%, 3%, -19%, 0%, 4%, -6%, 1%, x, 0%
- COc1ccc(OCCc2nnc(N)s2)cc1
 : -1%, 2%, 2%, -1%, 4%, 1%, 1%, 3%, 10%, 1%, 17%
- O=C(Nn1c(Cc2cccs2)nc2ccccc2c1=O)c1cccs1
 : -3%, 14%, 0%, 10%, -1%, -6%, -1%, -7%, -5%, x, 15%
- O=C(CNc1ccccc1OC(F)F)N1CCc2ccccc21
 : 3.2µM*, 7%, u, 12%, 3.2µM*, u, u, 5%, 8%, -4%, -28%
- CN1C(=S)SC(C)(C)C1(C)NO (configuration not stated)
 : 12%, 6%, 2%, 16%, 8%, 2%, 0%, -3%, -8%, 4%, -40%

Screening results from PubChem BioAssay.
